# Source: PubChem (several laboratories)
# RmlCD inh 1536 = inhibitors of Mycobacterium tuberculosis RmlC and RmlD coupled enzymes | P9WH09+P9WH11 | RmlC+RmlD coupled enzyme assay, percent inhibition; primary screen in compound mixtures | inhibition, % at 3.6 µM | 160,000 compounds, 0.03% hits; in the data active means inhibition mostly above about 34%, no sharp cut-off; further: some results filed as inactive read as strong as hits
# Target sequence (P9WH09 whole entry, looked up): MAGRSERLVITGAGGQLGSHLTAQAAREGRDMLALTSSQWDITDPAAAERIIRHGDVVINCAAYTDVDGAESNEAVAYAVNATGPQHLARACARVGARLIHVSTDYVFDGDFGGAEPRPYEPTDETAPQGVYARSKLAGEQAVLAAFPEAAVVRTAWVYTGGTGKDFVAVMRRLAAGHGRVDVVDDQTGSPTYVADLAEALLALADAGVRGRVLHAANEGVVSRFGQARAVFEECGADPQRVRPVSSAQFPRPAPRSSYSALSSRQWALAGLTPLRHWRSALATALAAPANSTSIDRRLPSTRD
# Target sequence (P9WH11 whole entry, looked up): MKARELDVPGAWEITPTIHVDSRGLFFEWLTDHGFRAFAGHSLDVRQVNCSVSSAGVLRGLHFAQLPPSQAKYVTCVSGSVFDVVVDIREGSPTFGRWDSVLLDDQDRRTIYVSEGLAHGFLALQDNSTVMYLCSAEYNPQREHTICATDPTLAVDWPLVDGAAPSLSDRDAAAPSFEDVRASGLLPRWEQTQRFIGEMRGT
# GlmU inhibition = inhibition of mycobacterial GlmU enzyme – biochemical, glucosamine-1-phosphate acetyltransferase (AID 1376) | M. tuberculosis GlmU acetyltransferase enzyme assay; higher % means a stronger effect | one-dose inhibition, %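 (tested at 30 µM in the primary screen)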; IC50 in µM for titrated hits | 220,000 compounds, 0.25% hits; in the data active means inhibition above about 13%;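 further: 0% = complete reaction with vehicle and 100% = reaction without substrate; strong numbers were not always called active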
# Active calls of the source: *; · = no result given. Not all compounds are listed; count on the stated rates, not on these rows.
SMILES	RmlCD inh 1536	GlmU inhibition
COc1ccc(CNc2ncnc3cc(OC)c(OC)cc23)cc1OC	0	-2.8%
O=C(Cn1cnc2ccccc2c1=O)N1CCN(c2ccccc2)CC1	-8	5.7%
COC(=O)c1ccc(NC(=O)Nc2ccc(F)cc2F)cc1	1	-0.8%
Cc1ccccc1OCc1nnc(SCC(=O)Nc2ccc3c(c2)OCO3)n1C	15	1.3%
NC(=O)Cn1c(=O)n(Cc2ccco2)c(=O)c2c3c(sc21)CCCCC3	-10	5.2%
COc1ccc(N2C(=O)CC(N3CCC(O)(c4ccc(Br)cc4)CC3)C2=O)cc1 (stereo unspecified)	·	-3.5%
Cc1nc(SCC(=O)Nc2ccnc3ccccc23)n[nH]1	3	-3.7%
O=C(CO/N=C1\CCCc2nonc21)Nc1ccccc1Cl	-12	-2.7%
O=C1C=Cc2ccccc2C1=O	·	0.6%
CCn1nnnc1-c1ccc(OC)c(S(=O)(=O)NCc2ccccc2)c1	·	2.0%
Cc1ccc(CNC(=O)C2(C)Oc3ccccc3NC2=O)cc1 (stereo unspecified)	16	4.7%
COc1ccc(NC(=S)NCC(c2ccco2)N2CCCC2)cc1 (stereo unspecified)	3	1.9%
COc1ccc(-c2csc(Nc3ccc(S(N)(=O)=O)cc3)n2)cc1	75	1.0%
C/C(=N/OC(=O)c1ccccc1)c1oc(C)nc1C	-8	-0.4%
COC(=O)NNC(=O)c1ccccc1C	·	2.2%
O=C(c1cc(-c2ccc(Cl)c(Cl)c2)on1)N1CCN(c2ccccc2)CC1	3	-4.3%
CCc1ccccc1NC(=S)NN	-2	1.0%
N/C(=N\OC(=O)c1ccc(F)cc1)c1ccccc1	21	·
COc1cccc(NC(C(=O)Nc2cccc(C(C)=O)c2)c2ccccc2)c1 (stereo unspecified)	7	0.7%
O=C(Nc1ccccc1F)c1ccccc1-c1ccc(C(F)(F)F)cc1	-11	7.0%

# Reprinted from the part before: five entries, then new ones.
SMILES	RmlCD inh 1536	GlmU inhibition
O=C(c1cc(-c2ccc(Cl)c(Cl)c2)on1)N1CCN(c2ccccc2)CC1	3	-4.3%
CCc1ccccc1NC(=S)NN	-2	1.0%
N/C(=N\OC(=O)c1ccc(F)cc1)c1ccccc1	21	·
COc1cccc(NC(C(=O)Nc2cccc(C(C)=O)c2)c2ccccc2)c1 (stereo unspecified)	7	0.7%
O=C(Nc1ccccc1F)c1ccccc1-c1ccc(C(F)(F)F)cc1	-11	7.0%
O=C(/C=C/c1cccnc1)c1ccccc1O	-12	-0.4%
Nc1ccccc1SC1CC(=O)N(Cc2ccccc2)C1=O (stereo unspecified)	10	2.9%
Fc1cc(Br)ccc1Nc1nc2ccccc2n2nnnc12	7	-2.8%
CCOC(=O)n1c(SCC(=O)N(CC)CC)nc2ccccc21	·	0.4%
NC(=S)N/N=C/c1ccc(-c2ccccc2)o1	-9	8.0%
CC(=O)Nc1ccc(S(=O)(=O)N2CCc3c(Cl)cccc3C2)cc1	-9	1.3%
C#CCN1C(=O)C(O)(CC(=O)/C=C/C=C/c2ccccc2)c2ccccc21 (stereo unspecified)	-5	-2.9%
CC(C)c1ccc(NC(=O)CSc2nc(-c3ccccc3F)nc3nc[nH]c23)cc1	-5	1.3%
CCC(=O)Nc1ccc(NC(=O)CSc2nnnn2-c2ccc3c(c2)OCCO3)cc1	-6	26%
CCOC(=O)CSc1nc(C(C)C)nc2sc(C)c(C)c12	2	1.5%
Cc1ccc(C(=O)C2CCN(CC(=O)Nc3nc(C)cs3)CC2)cc1	6	1.1%
CN1CCN(CC(=O)Nc2nnc(-c3cccs3)s2)CC1	3	2.0%
CN(C)/C=C(\C=O)c1onc(-c2ccccc2Cl)c1C#N	-4	-2.9%
CCC(=O)Nc1ccc(C=C(C(C)=O)C(C)=O)cc1	-2	0.0%
CCOc1ccc(N2C(=O)CC(N3CCN(C4CCc5ccccc5C4)CC3)C2=O)cc1 (stereo unspecified)	·	2.7%
CCOC(=O)N1CCN(C2CC(=O)N(c3ccc(Oc4ccccc4)cc3)C2=O)CC1 (stereo unspecified)	-7	2.4%
CC1(C)CC(N2CCCCC2)=CC(=[N+]2CCCCC2)C1	5	-5.7%
S=C(NCCN1CCOCC1)NC1CCCC1	-17	-1.4%
CNC(=O)Nc1ccccc1C(=O)NCc1ccccc1	-5	0.7%
COC(=O)c1ccc(/C=N/NC(=S)NC(C)C)cc1	·	-1.3%
C=CCN(CC=C)CC(O)Cn1c2ccccc2c2ccccc21 (stereo unspecified)	·	-7.2%
COC(=O)c1ccccc1NC(=O)COC(=O)c1cccnc1	-10	-1.4%
COC(=O)c1ccc(C(NC(=O)OCc2ccccc2)/C(F)=C/[C@@H](C)C(=O)NCc2ccc(-c3ccccc3)cc2)cc1 (stereo partly specified)	·	-0.6%
O=C(Nc1ccc(N2CCN(C(=O)c3cccs3)CC2)cc1)c1cccnc1	·	-0.3%
COc1ccc(Oc2coc3cc(OC(=O)N4CCOCC4)ccc3c2=O)cc1	-3	2.8%
COc1ccc(/C=C(/NC(=O)c2ccc(C)cc2)C(=O)NCC2CCCO2)cc1 (stereo unspecified)	-8	-3.7%
CN(CC(=O)Nc1nc2ccccc2s1)S(=O)(=O)c1ccc(Cl)cc1	-6	2.8%
CC1CCC(NC(=O)COc2ccc(C(=O)c3ccccc3)cc2)CC1 (stereo unspecified)	0	-2.6%
COc1ccccc1CC1(C)NC(=O)N(CC(=O)N2CC(C)OC(C)C2)C1=O (stereo unspecified)	·	-2.8%
Cc1ccccc1N1C(=O)[C@@H]2Cc3ccccc3CN2C1=O	-4	0.2%
Cc1cccc2nc(CSc3nc4ccc([N+](=O)[O-])cc4[nH]3)cn12	10	3.2%
Cc1nc(Cl)sc1C(=O)Nc1ccc(Cl)cc1	·	8.0%
COc1cc(Cl)c(C)cc1NC(=O)CCCn1c(=O)oc2ccccc21	10	3.6%
CCO/C(C)=N/n1c2nc3ccccc3nc2c2c(=O)n(Cc3ccccc3Cl)c(C)nc21	3	4.9%
COc1ccc(S(=O)(=O)N2CC(C)N(S(=O)(=O)c3ccc(OC)cc3)CC2C)cc1 (stereo unspecified)	·	0.2%
CC(C)Cc1ccc(C(C)C(=O)N2CCOCC2)cc1 (stereo unspecified)	6	-4.1%
O=C(NC1CCCCCCC1)c1cc(-c2ccccn2)nc2ccccc12	-10	3.4%
Cc1ccc(-c2nn(CC(=O)N(C)C)c(=O)c3ccccc23)cc1S(=O)(=O)N(C)C	7	-1.9%
N#Cc1ccccc1NC(=O)CN1CC=C(c2ccccc2)CC1	8	-2.9%
Cc1ccc(/C=N/Nc2nc(C)cc(C)n2)cc1	-5	-4.4%

# Record cards, from the list above.
# `Cc1nc(Cl)sc1C(=O)Nc1ccc(Cl)cc1` reads RmlCD inh 1536 = ·; GlmU inhibition = 8.0%
# `N#Cc1ccccc1NC(=O)CN1CC=C(c2ccccc2)CC1` reads RmlCD inh 1536 = 8; GlmU inhibition = -2.9%

# Carrying on.
SMILES	RmlCD inh 1536	GlmU inhibition
O=C(O)c1cncc(C#CCC2CCCCC2)c1	·	-4.0%
Cc1ccc(Nc2nc(Cl)c(C=O)s2)cc1Cl	8	-0.1%
Cc1cc(C(=O)O)ccc1-c1ccc(CO)o1	-9	-5.2%
O=S(=O)(NCc1ccccc1)c1ccc(S(=O)(=O)N(Cc2ccccn2)Cc2ccco2)cc1	·	4.1%
CCn1c(-c2csc3c2CCCC3)n[nH]c1=S	1	4.7%
COCc1cc(=O)n2[nH]c(C(C)(C)C)cc2n1	0	-3.7%
Cc1ccc(NCc2ccncc2)c(Br)c1	-9	5.5%
C=CCOc1c(Br)cc(C2NC(=O)NC(C)=C2C(C)=O)cc1OCC (stereo unspecified)	-7	-3.0%
C=CCOC(=O)C1=C[C@@H](c2coc3ccccc3c2=O)C[C@@H](OCc2ccc(CO)cc2)O1	·	-2.0%
O=C(Nc1ccc(Cl)cc1Cl)c1csc(-c2cccnc2)n1	3	-2.3%
N#Cc1c(NC(=O)C2CC(c3ccccc3O)=NO2)sc2c1CCC2 (stereo unspecified)	7	3.2%
CCOc1cc(-c2c(C#N)c(N)nc3c2CCc2ccccc2-3)ccc1O	-9	0.7%
COc1cc2c(cc1OC)C(c1cccs1)N(C(=O)C(C)C)CC2 (stereo unspecified)	·	0.9%
Cc1cccc(CSc2nc3c(cc2C#N)CCC3)c1	·	-2.7%
COc1ccc(CCN(C)C(=O)C2CCN(Cc3cccc(OC)c3OC)CC2)cc1OC	-4	1.7%
CCO[C@H]1OC(C(=O)O)=C[C@@H](c2ccccc2)[C@@H]1CCCO	·	-0.3%
CN(C)c1ccc(C2C3C(=O)NC(=O)C3ON2c2ccc(Cl)cc2)cc1 (stereo unspecified)	3	7.2%
CCCc1nc(-c2cc3ccccc3[nH]c2=O)no1	8	-0.4%
COc1ccc(Cc2nnc(NC(=O)CSc3ccccc3)s2)cc1OC	-9	7.7%
COCCNC(=O)c1ccc(CS(=O)(=O)c2ccc(C)cc2)o1	-7	-1.4%
O=S(=O)(O)c1nc2ccccc2n1Cc1cccc2ccccc12	-7	-4.0%
CC12CCC(C(=O)N3CCCCC3)([C@H](Br)C1=O)C2(C)C (stereo partly specified)	·	-4.5%
CN(CC(=O)N1CCN(c2ccc(F)cc2)CC1)S(=O)(=O)c1ccc2c(c1)c(=O)n(C)c(=O)n2C	-14	0.3%
CC(C)Sc1nc2c(cnn2-c2ccccc2)c(=O)[nH]1	-11	3.5%
O=C(c1cccc([N+](=O)[O-])c1)c1ccc2c(c1)C(=O)NC2=O	-9	-4.7%
COC(CNC(=O)CNC(=S)N(Cc1ccccc1)Cc1cccs1)OC	9	-3.5%
Cc1cccnc1NC(=S)NCCc1ccccc1	-2	-0.9%
Cc1ccc2c(c1)cc(C)c1nnc(SCC(=O)NCc3ccco3)n12	9	-1.9%
Cc1cc(C)n(-c2nncn2/N=C/c2ccccc2F)n1	3	-1.4%
CC(C)=CCC/C(C)=C/CN(CC(C)O)CC(C)O (stereo unspecified)	4	-4.0%
C=CCc1cccc(/C=N/c2nc3ccccc3n2CC)c1O	-3	-1.0%
CCCCC(=O)N/N=C/c1cc([N+](=O)[O-])ccc1N1CCOCC1	·	-0.2%
C=CCN1C(=O)/C(=C\c2ccc(N3CCOCC3)o2)C(=O)NC1=S	5	0.7%
CN1CCN(/N=C/c2ccc(Cl)c(Cl)c2)CC1	·	1.5%
CC(C)(C)C(=O)NC(=S)Nc1cc(C(=O)O)ccc1Cl	3	1.7%
CC1(C)CC(NC(=S)NCc2ccco2)CC(C)(C)N1	·	-3.3%
CCCC(c1nnnn1Cc1ccccc1)N1CCC(C(N)=O)CC1 (stereo unspecified)	-9	3.7%
COC(=O)c1ccccc1NC(=O)NCCc1ccc(OC)c(OC)c1	3	-1.0%
Cc1ccc(-c2cc(C(=O)NCc3ccco3)no2)cc1	·	3.6%
CN1/C(=C\C=C(/C#N)C(=O)Nc2ccc(Cl)cc2)C(C)(C)c2ccccc21	10	-5.0%
Cc1ccnc(NC(=O)CCCc2ccccc2)c1	7	2.9%
Cc1ccc(CNC(=O)c2cnccn2)cc1	-13	-4.4%
COc1ccc2[nH]c(=O)c(CN(Cc3cccs3)C(=S)NCC3CCCO3)cc2c1 (stereo unspecified)	32	3.0%
O=C(CSc1nnc(SCc2ccc(Cl)cc2)s1)N/N=C/c1ccc(Cl)cc1Cl	-4	0.3%
CCC(=O)Nc1cc(C)c(NC(=O)C23CC4CC(CC(C4)C2)C3)cn1	0	-2.5%
CCOC(=O)C(=O)/C(=C\N(C)C)c1onc(-c2c(Cl)cccc2Cl)c1C(=O)OC	-6	1.8%
O=C(NC1CCCC1)C(c1ccncc1)N(CC1CCCO1)C(=O)Cn1nnc(-c2cccs2)n1 (stereo unspecified)	-7	0.8%
O=C(Nc1cccnc1)c1ccc(COc2ccccc2Cl)o1	16	-1.5%
Nc1cccc2c1C(=O)N(C(=O)c1ccco1)C2=O	8	·
CCC(Sc1nccn1C)C(=O)Nc1ccc(Cl)cn1 (stereo unspecified)	·	-3.6%
CCOC(=O)CNC(c1ccccc1)c1cc(Br)ccc1NC(=O)CCN1CCOCC1 (stereo unspecified)	7	1.9%
COc1ccc(C(=O)CNc2ccc(C)cc2C)cc1	-6	4.3%
COc1cccc(-c2cc(C(=O)Nc3cnn(Cc4ccc(F)cc4)c3)no2)c1	12	1.6%
CCC1CCCCN1Cc1nc2c(c(=O)n(C)c(=O)n2C)n1Cc1ccccc1 (stereo unspecified)	13	-3.5%
Nc1nnc(SCc2ccc(Cl)cc2)s1	·	2.4%
CC(C)(C)S(=O)(=O)/C(C#N)=C/c1sccc1C1OCCO1	3	-1.0%
CCOC(=O)c1c(C)c(C(=O)NCCCN2CCCC2=O)c(C)n1CC	1	1.7%
CSCC[C@@H](C(=O)Nc1ccc2c(c1)OCCO2)N1Cc2ccccc2C1=O	9	1.5%
Cc1[nH]c2ccccc2c1NC(=O)CN1CCN(C(=O)c2ccco2)CC1	3	0.3%
